Screening data from PubChem.
M18AAP inhibitor: PfM18AAP inhibitors, malaria aminopeptidase, primary screen, biochemical, QFRET, recombinant enzyme | inhibition, % at 7.35 µM | M18 aspartyl aminopeptidase (Plasmodium falciparum 3D7) | 290,000 compounds, 1.2% hits | H-Glu-NHMec fluorogenic cleavage | AID 1822, 2009;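 active means inhibition above the campaign mean inhibition over all tested compounds plus 3 SD, cut at about 28% in these data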;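 further: 0% = plate median of test compound wells and 100% = 2 mM ZnCl2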
V1R ag counter: agonists of human V1a receptor, primary screen, counter-screen for OXTR agonist project, fluorescence, CHO-V1R cells; AID 2797, 2010; Vasopressin V1a receptor (Homo sapiens), P37288; activation, % at 3 µM; 320,000 compounds, 0.25% hits; Fluo-8 calcium fluorescence, agonist mode; 0% DMSO, 100% 3 nM vasopressin;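 active means activation above the mean activation of all tested compounds plus 3 SD, per screening run, cut at about 20% in these data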;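 further: signal is peak over basal fluorescence ratio across a 100 second FLIPR read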
Target sequence (P37288 whole entry, looked up): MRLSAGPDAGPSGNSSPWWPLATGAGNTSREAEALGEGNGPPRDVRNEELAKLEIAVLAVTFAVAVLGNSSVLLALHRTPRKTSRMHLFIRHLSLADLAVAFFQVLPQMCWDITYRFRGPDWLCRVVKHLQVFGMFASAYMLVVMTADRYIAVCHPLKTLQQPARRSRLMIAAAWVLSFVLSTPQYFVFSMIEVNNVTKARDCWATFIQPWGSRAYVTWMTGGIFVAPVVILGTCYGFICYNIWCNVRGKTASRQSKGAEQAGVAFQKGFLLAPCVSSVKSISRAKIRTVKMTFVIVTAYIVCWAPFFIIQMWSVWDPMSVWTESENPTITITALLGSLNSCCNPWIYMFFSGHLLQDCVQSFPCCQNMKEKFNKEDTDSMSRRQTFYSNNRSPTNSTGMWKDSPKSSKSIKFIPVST
GalR3 antag: GalR3 antagonists in HEK293 cells, primary screen, cell-based, fluorescence readout; HEK293 GalR3-CNG cAMP membrane potential fluorescence; galR3 body fused to GalR1 C-terminus; 360,000 compounds, 0.44% hits; inhibition, % at 3 µM; AID 651719, 2012;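 active means inhibition above the screen-wide average plus 3 SD, cut at about 13% in these data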;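 further: forskolin and galanin both at EC90 stimulate the cells; cAMP rise reported by CNG channel membrane potential dye signal; 0% = forskolin plus galanin with DMSO and 100% = forskolin alone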
Target sequence (O60755 1-299 limits assumed): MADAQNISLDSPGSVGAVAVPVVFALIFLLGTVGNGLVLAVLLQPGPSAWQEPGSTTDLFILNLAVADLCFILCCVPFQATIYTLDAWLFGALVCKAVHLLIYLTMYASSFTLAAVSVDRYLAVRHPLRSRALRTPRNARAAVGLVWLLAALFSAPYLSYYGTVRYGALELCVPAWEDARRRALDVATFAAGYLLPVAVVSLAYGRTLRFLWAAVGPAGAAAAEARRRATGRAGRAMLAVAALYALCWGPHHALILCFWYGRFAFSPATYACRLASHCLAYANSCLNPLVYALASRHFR
OXTR agonist: human OXTR agonists, primary screen, fluorescence, CHO-OTR cells, Fluo-8 calcium; Oxytocin receptor (Homo sapiens), P30559; Fluo-8 calcium fluorescence; normalized: DMSO 0%, oxytocin 100%; activation, % at 3 µM; 320,000 compounds, 0.32% hits; AID 2435, 2010;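 active means activation above the mean of all tested compounds plus 3 SD, cutoff set per screening run, cut at about 20% in these data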;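 further: peak over basal fluorescence ratio from a 100 s FLIPR kinetic read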
GPR7 antag: GPR7 receptor antagonists, primary screen, cell-based, fluorescence, single concentration; Neuropeptides B/W receptor type 1 (Homo sapiens), P48145; GPR7-expressing cells, fluorescence antagonist assay; inhibition, % at 4.4 µM; 290,000 compounds, 1.1% hits; in the data active means inhibition above about 16%, passing the limit was not always enough;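 further: cells stimulated with the agonist NPW; 0% = agonist with vehicle and 100% = vehicle without agonist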
Target sequence (P48145 whole entry, looked up): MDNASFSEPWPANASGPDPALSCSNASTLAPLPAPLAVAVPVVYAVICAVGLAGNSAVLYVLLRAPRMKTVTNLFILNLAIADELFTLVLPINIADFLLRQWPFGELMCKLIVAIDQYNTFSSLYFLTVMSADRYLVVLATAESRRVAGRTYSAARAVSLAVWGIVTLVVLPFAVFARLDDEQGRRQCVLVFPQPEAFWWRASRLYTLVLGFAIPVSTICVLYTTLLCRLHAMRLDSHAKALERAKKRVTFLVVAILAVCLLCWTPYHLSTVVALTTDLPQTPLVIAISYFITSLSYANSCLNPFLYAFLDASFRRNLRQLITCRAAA
OXTR potentiator: human OXTR potentiators, primary screen, fluorescence, CHO-OTR cells, Fluo-8 calcium. Oxytocin receptor (Homo sapiens), P30559. Fluo-8 calcium fluorescence, potentiator mode; 0% = oxytocin EC15, 100% = EC100. activation, % at 3 µM. 320,000 compounds, 0.061% hits. AID 2445, 2010;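 active means activation above that plate's cutoff, the mean activation of tested compounds plus 3 SD, cut at about 6.6% in these data, passing the limit was not always enough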;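 further: 100% uses oxytocin at 75 nM as the full agonist control; some results filed as inactive read as strong as hits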
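Measured by – Fluo-8 calcium dye fluorescence · Test system – human OTR in CHO cells · Dosing – one concentration, 3.0 µM compound · Controls – EC15 oxytocin alone as 0%, 75 nM oxytocin as 100% · Evaluation – normalized max/min fluorescence ratio, % activation · Timing – 6 min pre-incubation, 100 s read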
NALP1 inh: NALP1 inflammasome inhibitors in reconstituted yeast, colorimetric, S. cerevisiae, triplicate retest. S. cerevisiae NALP1/ASC/caspase-1 growth, X-gal OD620, 72 h. inhibition, % at 10 µM. 280,000 compounds, 0.61% hits. AID 2071, 2009; in the data active means inhibition mostly above about 24%, no sharp cut-off; inactive means mostly below about 32%; further: some compounds called inactive have numbers as strong as hits
MEKK2mut PB1 HTS: MEK5 binding signal on mutant MEKK2 PB1, primary screen, biochemical, multiplex bead flow cytometry, Alexa488-MEK5; 290,000 compounds, 0.35% hits; percent response, % at 10 µM; Alexa488-MEK5 binding to MEKK2 mutant; AID 1530, 2009; in the data active means percent response above about 24%, passing the limit was not always enough; further: inactives centre near 1; some results filed as inactive read as strong as hits
MEKK2wt PB1 HTS: modulators of MEK5 binding to wildtype MEKK2, primary screen, biochemical, multiplex bead flow cytometry, Alexa488-MEK5 | Mitogen-activated protein kinase kinase kinase 2 (Homo sapiens), Q9Y2U5 | Alexa488-MEK5 binding to MEKK2 WT; actives lie on both sides | binding response (% of control), % at 10 µM | 290,000 compounds, 1.1% hits | AID 1531, 2009; in the data active means binding response below about 67% or above about 130%
* = called active by the depositor; nt = not tested or not shown; & = joins results of further samples. The order is random; any-hit rate near 4.1%.

SMILES	M18AAP inhibitor	V1R ag counter	GalR3 antag	OXTR agonist	GPR7 antag	OXTR potentiator	NALP1 inh	MEKK2mut PB1 HTS	MEKK2wt PB1 HTS
CC1CCN(C(=O)COC(=O)c2ccccc2C(=O)c2ccccc2)CC1	nt	-0.4	-5.3	-1.5	nt	-3.8	nt	nt	nt
COc1ccc(-c2nc(CS(=O)CC(=O)NCc3cccnc3)c(C)o2)cc1OC (configuration not stated)	-4.2	-1.0	nt	-1.0	-6.5	-0.8	-8.2	7.0	111.0
Nc1nc(Nc2ccccc2F)nc(NCCO)c1[N+](=O)[O-]	3.5	-0.5	0.0	-1.3	-15.7	9.1	5.6	-15.0	93.0
COC(=O)C1CN(C(=O)COc2cccc(C)c2C)c2ccccc2O1 (configuration not stated)	-2.6	2.1	-9.8	-1.5	13.9	-4.1	15.4	-1.0	97.0
Cc1ccc(-c2nnn(CC(=O)NCCc3ccc4c(c3)OCO4)n2)o1	4.1	0.7	-4.3	-0.2	-8.3	-4.6	14.4	6.0	111.0
COc1cc(Cl)cc(/C=C/c2ccc3ccccc3n2)c1OC(C)=O	2.9	-0.4	0.6	-1.9	-7.6	-2.0	22.7	1.0	101.0
O=C(COC(=O)Cn1[nH]c(=O)c2ccccc2c1=O)Nc1ccc2c(c1)OCO2	-7.3	1.3	1.2	0.8	0.8	-10.8	3.0	3.0	102.0
Cn1c(=O)c2c(-c3ccccc3)n(Cc3ccccn3)cc2n(C)c1=O	-3.7	-0.7	-4.8	-0.2	2.1	-19.1	7.2	-4.0	102.0
CC1=Nc2cc(C(=O)NCC3CCCO3)ccc2Sc2ccc(C)cc21 (configuration not stated)	0.6	1.6	1.5	1.1	0.7	-6.3	6.4	3.0	107.0
O=c1cc(O)n(Cc2ccc(F)cc2)c(=O)[nH]1	8.4	nt	-10.0	nt	-10.7	nt	15.6	2.0	103.0
Cc1ccccc1N1CCN(C2CCCN(C(=O)CCn3cnnn3)C2)CC1 (configuration not stated)	2.6	0.8	-0.1	-0.3	-4.6	-0.5	-3.4	6.0	104.0
O=C(N/N=C/c1ccc(OC(=O)c2ccccc2Br)cc1)c1ccccn1	-1.2	6.8	-1.0	2.9	-9.2	-12.9	7.7	7.0	111.0
Cc1ccc(Cl)cc1NC(=O)c1ccc(CSc2nnnn2C)cc1	10.5	0.9	-0.8	0.3	8.8	-5.8	11.1	5.0	98.0
Cn1c(CN2CCOCC2)nnc1SCC(=O)Nc1nccs1	5.8	0.1	-2.8	0.5	-3.5	-5.3	2.5	1.0	96.0
CC(C)(C)n1nc(Cc2cccc3ccccc23)c2c(N)ncnc21	nt	0.0	-0.2	14.8	nt	-16.1	nt	2.0	96.0
COc1ccc(-c2oc(=O)c3cc(OC)c(OC)cc3c2/C=C/c2ccc(OC(C)=O)cc2)cc1	nt	1.5	-4.2	4.5	nt	-5.0	nt	nt	nt
CC1=NN(c2ccccc2)C(=O)C1(C)[N+](=O)[O-] (configuration not stated)	1.4	-0.1	-9.4	1.0	-10.4	3.8	24.0	-2.0	108.0
CCCc1c(C)nn(C(=O)/C(C#N)=N/Nc2ccccc2[N+](=O)[O-])c1C	1.6	-0.1	-3.5	-1.0	-18.6	-11.6	-1.4	0.0	102.0
COc1ccccc1NC(=O)COC(=O)c1cc2ccccc2cc1O	nt	5.6	-2.3	0.6	nt	-7.8	nt	nt	nt
O=C1C=C(NCc2ccccc2)C2(CCCCC2)O1	-8.9	0.0	-4.2	-0.3	-0.6	-3.6	9.6	1.0	103.0
C[C@@H](CN=[N+]=[N-])CN1CC[C@H](C(C)(C)C)CCC1=O	-11.1	-0.7	1.4	0.2	-2.0	-5.4	11.5	-1.0	99.0
Cc1ccc(O)c(C(=O)c2cnc3onc(-c4ccc(F)cc4)c3c2)c1	-11.4	-0.9	-5.7	-1.5	-11.4	-6.0	30.6	3.0	102.0
COc1cc(CCC(O)CC(=O)CCc2ccccc2)ccc1O (configuration not stated)	3.2	1.3	-6.3	0.5	-4.6	-5.8	-2.7	4.0	100.0
CC1(C)C=C(c2ccc(C(=O)O)s2)CC(C)(C)N1	0.4	0.6	0.2	-0.7	5.8	-6.1	-5.2	-2.0	98.0
COc1ccc(NS(=O)(=O)c2cc(NC(=O)c3ccc(=O)[nH]c3)ccc2C)cc1	nt	0.8	-5.7	0.4	nt	-2.1	nt	nt	nt

More results
SMILES	M18AAP inhibitor	V1R ag counter	GalR3 antag	OXTR agonist	GPR7 antag	OXTR potentiator	NALP1 inh	MEKK2mut PB1 HTS	MEKK2wt PB1 HTS
O=c1c2ccccc2ncn1Cc1ccc(Cl)cc1	-2.3	-0.9	nt	-0.1	-2.2	0.4	-7.2	-2.0	108.0
O=C(C1CCCO1)N1CCN(C(=S)Nc2ccc(Br)cc2)CC1 (configuration not stated)	8.7	1.4	-3.7	-0.1	1.8	5.4	14.2	4.0	100.0
O=C(c1ccc(S(=O)(=O)NCc2ccco2)cc1)N1CCN(Cc2ccccc2)CC1	6.2	0.6	-3.4	2.4	1.5	4.4	-13.4	-4.0	96.0
CCc1ccc(C(=O)NCc2cnn(C)c2)s1	-4.5	-0.5	0.8	-0.8	-4.1	-3.8	22.5	3.0	106.0
O=C(Nc1cc(S(=O)(=O)N2CCCCCC2)ccc1OCC(F)(F)F)c1ccc(=O)[nH]c1	nt	0.4	-7.8	0.2	nt	-3.5	nt	nt	nt
CC1=NN(C(=O)c2csc(C)c2)C(O)(C(F)(F)F)C1 (configuration not stated)	-1.2	0.6	-3.9	-1.1	-0.6	-6.3	nt	nt	nt
Cc1cccc(NS(=O)(=O)c2nnc(NC(=O)CC(C)C)s2)c1	1.6	-0.4	-7.8	-1.4	-10.5	-10.1	15.6	4.0	96.0
Cc1nn(-c2ccccc2)c(Cl)c1C1C(C#N)=C(N)OC2=C1C(=O)CC(C)(C)C2 (configuration not stated)	3.6	0.1	-3.6	-1.3	-3.5	-2.1	0.9	2.0	99.0
Cc1cccc(NC(=O)CSc2nnc(-c3cnccn3)n2Cc2ccco2)c1	-2.5	0.5	-2.3	0.1	-6.5	-4.1	6.8	0.0	101.0
Cc1nc(NC(=O)Nc2ccc(Cl)cc2)sc1C	3.4	1.9	1.6	1.8	-13.2	-6.7	-9.5	7.0	106.0
CCCCCCSc1cc(-c2nc3ccc(Cl)cn3c2NCCCC)ccc1OC	nt	0.2	2.0&-8.2	-0.7	nt	-0.7	nt	nt	nt
O=c1c2[nH]c3ccccc3c2nc2n1CCCS2	-2.3	1.1	-7.1	-0.2	-10.8	2.7	7.4	4.0	101.0
Cc1ccc2[nH]c3c(=O)n(N)c(=O)[nH]c3c2c1	6.8	-1.9	0.0	-0.3	-4.3	-5.9	-9.5	-3.0	92.0
COc1cc2c(cc1OC)CN(C(=O)CN1CCN(S(=O)(=O)c3ccccc3Br)CC1)CC2	6.0	3.0	-0.4	1.8	1.8	9.3	9.9	-7.0	95.0
CC(/C=N/NC(=O)CSc1nc(C)cc(C)n1)=C\c1ccccc1	-3.0	7.7	-4.7	8.7	6.2	-12.8	30.3	0.0	105.0
Cc1cc(C)cc(NC(=S)N2C3CCCC2CC(NC(=O)C2CC2)C3)c1 (configuration not stated)	-8.0	1.0	-8.3	-1.0	-8.6	-12.5	-14.0	-6.0	95.0
Cc1ccc(C)c(NC(NC(=O)c2ccccn2)C(Cl)(Cl)Cl)c1 (configuration not stated)	1.0	0.2	-0.8	-2.2	1.2	4.3	0.0	-5.0	96.0
O=C(CCc1ccccc1Cl)Nc1cc2c(cc1C(=O)O)OCCCO2	nt	1.8	-5.4	1.0	nt	-3.5	nt	nt	nt
COc1ccc(N(CC(=O)NCc2cccnc2)S(=O)(=O)c2ccc(C)c([N+](=O)[O-])c2)cc1	5.3	0.3	-2.0	-0.2	-4.1	-10.9	4.2	-2.0	94.0
COc1cc(OC)c(OC)cc1CN1CCN(C(=O)CC(C)C)CC1	-1.3	0.1	-9.7	0.1	-12.1	-0.9	10.4	2.0	97.0
COc1ccc(NS(=O)(=O)c2ccc3c(c2)Cc2ccccc2-3)cn1	0.8	5.1	-4.1	3.4	-11.1	-10.4	18.6	-2.0	100.0
O=C(O)c1ccc(CSc2nnc(-c3ccncc3)n2-c2ccc(Cl)cc2)cc1	0.5	1.4	-8.2	0.4	-9.8	-10.8	-3.8	9.0	103.0
O=C1NC(c2ccco2)Nc2sc3c(c21)CCN(Cc1ccccc1)C3 (configuration not stated)	5.6	0.7	nt	0.5	-1.8	-4.5	6.3	9.0	104.0
COCCNc1c([N+](=O)[O-])c(=O)n(-c2ccccc2)c2ccccc12	4.9	-0.5	-2.6	-0.2	-10.5	-3.9	23.4	0.0	110.0
CCCOc1cccc(C(=O)NC(=S)Nc2ccccc2)c1	-6.2	0.3	-2.1	-1.5	-6.2	-6.3	12.0	1.0	104.0

Sorted by molar mass (descending): part of the list above.
SMILES	M18AAP inhibitor	V1R ag counter	GalR3 antag	OXTR agonist	GPR7 antag	OXTR potentiator	NALP1 inh	MEKK2mut PB1 HTS	MEKK2wt PB1 HTS
Cc1cccc(NC(=O)CSc2nnc(-c3cnccn3)n2Cc2ccco2)c1	-2.5	0.5	-2.3	0.1	-6.5	-4.1	6.8	0.0	101.0
CC(/C=N/NC(=O)CSc1nc(C)cc(C)n1)=C\c1ccccc1	-3.0	7.7	-4.7	8.7	6.2	-12.8	30.3	0.0	105.0
Cc1ccc2[nH]c3c(=O)n(N)c(=O)[nH]c3c2c1	6.8	-1.9	0.0	-0.3	-4.3	-5.9	-9.5	-3.0	92.0

(listing goes on)
SMILES	M18AAP inhibitor	V1R ag counter	GalR3 antag	OXTR agonist	GPR7 antag	OXTR potentiator	NALP1 inh	MEKK2mut PB1 HTS	MEKK2wt PB1 HTS
CN(Cc1ccccc1)C(=O)CN1C(=O)c2ccccc2S1(=O)=O	0.0	0.8	-9.6	1.1	-14.1	-6.8	-7.0	-2.0	95.0
COc1cccc(-n2nnnc2SCC(=O)Nc2cccc(C)n2)c1	-5.7	0.6	-10.0	1.0	-4.3	-0.1	2.7	0.0	96.0
O=C(Cc1ccc(S(=O)(=O)N2CCCC2)s1)N1CCN(c2ccc(F)cc2)CC1	0.4	1.0	-1.6	1.3	-5.2	-7.8	7.3	6.0	105.0
CC(=O)Nc1ccc(Nc2c3c4c(cccc4n(C)c2=O)C(=O)c2ccccc2-3)cc1	4.2	0.5	-2.6	0.9	-2.6	1.0	22.2	-5.0	90.0
O=c1c2ccccc2nc2n1CCCCC2	-0.2	0.3	-1.2	0.3	-1.4	-2.2	-4.8	6.0	106.0
COc1ccc(/C=N/NC(=O)c2ccc(Cn3cc([N+](=O)[O-])cn3)o2)cc1O	-1.3	0.8	-3.1	1.9	-4.8	-9.1	13.5	5.0	107.0
